High-throughput results from PubChem BioAssay.
S3 lipid droplet = qHTS Assay for Lipid Storage Modulators in Drosophila S3 Cells; AID 2685; Drosophila S3 cells, BODIPY lipid droplet fluorescence, 18-24 h; cells fed with added oleic acid; lipid storage change, negative = inhibition, % at the top dose, mostly 46.1 µM; hits show Potency in µM; hit rate 0.64% among 320,000; active = well fitted inhibition curve with a large enough effect in the signal ratio, with a control signal flat, not every such curve was filed as active; inconclusive = small, poorly fitted or top-dose-only effect, or effect the other way, or a change in a side signal; the % refers to the signal ratio
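Laser-scanning cytometry quantifies lipid droplet accumulation (500–530 nm total intensity; droplet/cell object ratio) in oleic acid-fed (400 uM added) Drosophila S3 cells treated with a concentration series. 20 uM Triacsin C defined 100% inhibition.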
S3 lipid droplet cell count max = recorded beside S3 lipid droplet, whose call it bears; cell number change, %; measured here: cell count max response;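 cells counted by Cell Tracker Red CMTPX staining in the red channel; peak over a dose series mostly up to 46.1 µM; percent activity relative to internal control wells on each plate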
* hit, by the source's call; i = inactive; ? = inconclusive; nt = no result given. % is set by controls: 0 for no effect and ±100 for the full control effect; potency is the fitted concentration of half-maximal effect.

SMILES	S3 lipid droplet	S3 lipid droplet cell count max
O=C(NCc1ccccn1)C(=O)NCC1OCCN1S(=O)(=O)c1ccc(F)cc1 (stereo not given)	1%	12
CCOC(=O)N1CCN(S(=O)(=O)c2cccs2)CC1	15%	6
COc1ccc(S(=O)(=O)N2CCCC(C(=O)Nc3ccc(OC)c(OC)c3)C2)cc1 (stereo not given)	?	nt
O=C(NC1=NCCS1)c1ccc(Cl)cc1	?	nt
CC1=C(C(=O)OCc2ccccc2)C(c2cccc(Br)c2)NC(=O)N1 (stereo not given)	?	nt
Cc1ccc(C(=O)O/N=C(\N)c2ccc(C(F)(F)F)cn2)cc1	0%	17
CCOc1ncccc1C(=O)OCc1ccc(Cl)cc1	?	nt
COc1cc(CNc2ccc3[nH]c(=O)[nH]c3c2)ccc1OCc1ccccc1C	?	nt
COc1cccc(C2C(C#N)=C(N)N(N(C)C)C3=C2C(=O)CCC3)c1 (stereo not given)	-21%	-14
O=C(NC1CCSc2ccccc21)c1ccccc1F (stereo not given)	?	nt
CC(C)(C)OC(=O)N1Cc2ccccc2C[C@H]1C(=O)NC1CCCC1	?	nt
CCC(CC)c1nnc(NC(=O)c2cc(-c3ccccc3)nc3ccccc23)s1	7%	12
COc1cccc(-c2nc(NCCN3CCOCC3)c3ccccc3n2)c1O	-13%	-2
CCOc1ccc(C(=O)NCCC(=O)NCCCC(=O)O)cc1	-20%	4
COc1oc(-c2ccc(Cl)cc2)nc1C(F)(F)F	-4%	-5
CCC(C)(C)c1nnc(NC(=O)C2CCN(C(=O)c3ccco3)CC2)s1	?	nt
CCOC(=O)Cc1csc(NC(=O)C2CCCCC2C(=O)O)n1 (stereo not given)	?	nt
COc1ccc(S(=O)(=O)N/N=C/c2ccc(OCCN3CCOCC3)c(OC)c2)cc1	9%	8
CCCCNC(=O)Cn1cnc2sc(C)c(S(=O)(=O)N3CCN(c4ccccc4OC)CC3)c2c1=O	?	nt
COc1ccc(S(=O)(=O)N2CCN(C(=O)c3ccc(C)o3)CC2)cc1	?	nt

Full records, looked up by structure. Order of values: S3 lipid droplet | S3 lipid droplet cell count max
CCOc1ccc(C(=O)NCCC(=O)NCCCC(=O)O)cc1 across the screens: -20% | 4
CCOC(=O)N1CCN(S(=O)(=O)c2cccs2)CC1 across the screens: 15% | 6
Cc1ccc(C(=O)O/N=C(\N)c2ccc(C(F)(F)F)cn2)cc1 across the screens: 0% | 17
COc1cccc(C2C(C#N)=C(N)N(N(C)C)C3=C2C(=O)CCC3)c1 (stereo not given) across the screens: -21% | -14

Later entries
SMILES	S3 lipid droplet	S3 lipid droplet cell count max
CCOc1ccccc1NC(=O)c1ccc([N+](=O)[O-])cc1	27%	3
O=C(OCc1cccc(C(F)(F)F)c1)c1cc(S(=O)(=O)N2CCOCC2)ccc1F	?	nt
O=c1c2cnn(-c3ccccc3)c2ncn1Cc1ccccn1	9%	26
O=C(Nc1cccnc1)c1cc(F)cc(F)c1	9%	19
O=C(CSc1nc(-c2ccco2)cc(C(F)(F)F)n1)Nc1ccc2c(c1)CCC2	i	17
CC1=CC(=O)C=C(C)C1=NOc1ccccc1[N+](=O)[O-]	?	nt
C/C=C/C(=O)OCC(=O)Nc1cc(OC)c([N+](=O)[O-])cc1C	?	nt
C/C(=N\NC(=O)c1ccc(Cn2cc([N+](=O)[O-])cn2)o1)c1cccc(NC(=O)C(C)C)c1	29%	nt
COc1cccc2c1Oc1ncccc1N(C(=O)CCC(=O)NCc1ccc(F)cc1)C2	?	nt
N=C(N)SCC1=CCS(=O)(=O)C1	10%	1
COc1ccccc1OCC(=O)NNC(=O)Nc1ccc(Cl)cc1	21%	-11
COc1ccc(NC(=O)CN(C)C(=O)CNC(=O)c2ccc3ccccc3c2)cc1	?	nt
Cc1ccc(NC(=O)CCNC(=O)c2ccc([N+](=O)[O-])cc2)cc1S(=O)(=O)N1CCOCC1	?	nt
O=C(NC(CSSCC(NC(=O)c1ccccc1)C(=O)O)C(=O)O)c1ccccc1 (stereo not given)	-21%	10
O=C(N/N=C/c1cccc(F)c1)NC1CCCCC1	?	nt
CCN(CC)Cc1c(C(=O)N/N=C/c2cccc(OCc3ccc(F)cc3)c2)nnn1-c1nonc1N	?	nt
OCCN1CCN(CC(O)C(F)(F)F)CC1 (stereo not given)	1%	1
Oc1ccc(NC(=S)N=Nc2c(O)[nH]c3ccc(Br)cc23)cc1	?	nt
Nc1nnc(SCC(=O)Nc2ccc(N3CCOCC3)c(Cl)c2)s1	?	nt
COc1cccc(-n2nc(-c3ccnn3-c3ccccc3)c(=O)n(C)c2=O)c1	?	nt
Cc1ccc(CCN2C(=O)CCC2(C)C(=O)NCc2cccnc2)cc1 (stereo not given)	?	nt
COc1ccc(N(CC(=O)Nc2cc(OC)ccc2OC)S(C)(=O)=O)cc1	-8%	13
COc1ccc(S(=O)(=O)Nc2cccc(N(C)S(C)(=O)=O)c2)cc1C	?	nt
Cc1ccc(-n2c(C3CC3c3ccc(Cl)cc3)n[nH]c2=S)cc1 (stereo not given)	?	nt
CCOC(=O)c1c(NC(=O)CCC(=O)O)sc2c1CC(C)(C)OC2	0%	3
COc1cccc(NC(=O)CSc2nncn2-c2ccccn2)c1	19%	-15
Cn1cc(CN2CCC(Oc3ccc(C(=O)N4CCCCC4)cc3)CC2)cn1	?	nt
O=C(/C=C/c1cccs1)c1ccc(N2CCOCC2)cc1	?	nt
O=C(CN1CCC(C(=O)c2cccc(F)c2)CC1)NCc1cccs1	16%	3
O=C(N/N=C/c1ccc([N+](=O)[O-])o1)c1cc(-c2cccc(Br)c2)nc2ccccc12	?	nt
Cc1ccc(S(C)(=O)=O)cc1C(=O)Nc1cccc(S(=O)(=O)N2CCCCCC2)c1	10%	-25
N/C(=N\O)c1ccc(NC(=O)c2ccc(Br)o2)cc1	?	nt
CC(=O)Nc1ccc(NC(=O)C2CCCN2S(=O)(=O)c2cccc3nsnc23)cc1 (stereo not given)	-7%	-11
CC(=O)Nc1ccc(S(=O)(=O)Oc2ccc3c(c2)C(C)=CC(C)(C)N3)cc1	-26%	-8
COc1ccc(C2/C=C\CN(C(=O)C3CC3)CC(=O)N2Cc2ccc(F)cc2)cc1 (stereo not given)	6%	3
CCn1ccnc1CN(C)C(=O)c1cc(COc2ccccc2SC)on1	i	-30
CCc1nnc2c(N(C)S(=O)(=O)c3ccc(C)cc3)nc3ccccc3n12	?	nt
COc1cc2c(cc1NC(=O)/C=C/c1cc(OC)c(OC)c(OC)c1)oc1ccccc12	-7%	-3
O=C(O)CCCn1cc(NC(=O)COc2ccc([N+](=O)[O-])cc2)cn1	0%	29
O=C1NC[C@@H](Cc2ccc(O)cc2)N(CCc2cccc3ccccc23)C1=O	?	nt
O=C(Nc1ccccn1)C12CC3CC(C1)CC(C(=O)Nc1ccccn1)(C3)C2	?	nt
O=c1[nH]c(/C=C/c2ccc(Cl)cc2Cl)c([N+](=O)[O-])c(=O)[nH]1	?	nt
O=C(O)Cn1c(=O)c2c(c3ccccc31)CCC2	?	nt
Cc1ccc(-c2noc(CCC(=O)NCCN3CCN(Cc4ccccc4)CC3)n2)cc1	?	nt
CCC(C)NC(=O)c1cc(OC)c(OC)c(OC)c1 (stereo not given)	-2%	10
Cc1nn(C)c(C)c1Nc1ccc(N2C(=O)C3CC=CCC3C2=O)cc1[N+](=O)[O-] (stereo not given)	?	nt
CCCNC(=O)N1CCC(Cc2ccccc2)CC1	?	nt
Cc1cc(N2CCN(C(=O)c3ccco3)CC2)n2nc(-c3cccc(F)c3)cc2n1	?	nt
COc1ccc2oc(C(=O)OCC(=O)N(C)C3CCS(=O)(=O)C3)c(C)c2c1 (stereo not given)	?	nt
CCc1cc(Cn2nc(-c3ccccc3)cc2C(=O)NCc2cccc(C(F)(F)F)c2)on1	?	nt
COC(=O)[C@@H]1C[C@H]2CC[C@H](O)C[C@H]2N1Cc1ccc(-c2ccccc2)cc1	12%	5
Cc1cc(C)c2c(N)c(C(=O)c3ccccc3Cl)sc2n1	?	nt
COc1ccc(C(CNC(=O)c2ccc3c(c2)C(=O)N(CCC(C)C)C3=O)N2CCOCC2)cc1 (stereo not given)	?	nt
CC1CCc2c(sc(NC(=O)CCC(=O)O)c2C(=O)NC2CC2)C1 (stereo not given)	-9%	9
Cc1noc(NS(=O)(=O)c2ccc(N/C=C\C(=O)c3ccc(F)cc3)cc2)c1C	i	nt
CCOC(=O)c1c(NC(=O)C(=O)N/N=C/c2ccccc2O)sc2c1CCCCC2	14%	1
CCCn1c2ccccc2c2cnn(CC(=O)NCCN(C)C)c(=O)c21	i	nt
Cc1cc(=O)c2c(O)c(O)ccc2o1	-1%	-18
C=CCn1c(SCC)nc(O)cc1=O	?	nt
CS(=O)(=O)N1CCC(C(=O)N2CCN(c3ccccc3)CC2)CC1	4%	17

Following part
SMILES	S3 lipid droplet	S3 lipid droplet cell count max
CCC1CCCCN1C(=O)CSc1nnc(-c2ccc(Cl)s2)o1 (stereo not given)	?	nt
Cc1cc(C)nc(N2CCC(C(=O)NCCc3ccc(F)cc3)CC2)n1	?	nt
CC1CCN(CC(O)COc2ccc(F)cc2)CC1 (stereo not given)	5%	-6
Cc1cc(C)nc(NS(=O)(=O)c2ccc(N3Cc4ccccc4C3=O)cc2)n1	12%	9
Cc1ccc2cc(CN(CC3CCCO3)S(=O)(=O)c3ccccc3)c3nnnn3c2c1 (stereo not given)	-18%	-13
COc1ccc(CNC(=O)COC(=O)c2c[nH]c(=O)[nH]c2=O)cc1OC	?	nt
CCn1cc(C(=O)NCc2ccco2)c(=O)c2cc(S(=O)(=O)N3CCC(C)CC3)ccc21	?	nt
O=C(CC1SC(=Nc2ccc(OC(F)F)cc2)N(CCN2CCOCC2)C1=O)Nc1ccc(F)cc1F (stereo not given)	?	nt
C/C(=N\NS(C)(=O)=O)c1ccc(C)cc1	i	-6
CCN1CCN(CCNC(=O)c2cc(Cl)c(NC(=O)C3=C(C)OCCS3)cc2OC)CC1	?	nt
COc1ccc(N=C2NC(=O)/C(=C\c3ccco3)S2)cc1	1%	6
Cc1ccc[n+](CC(=O)Nc2cc(C(F)(F)F)ccc2Cl)c1	i	nt
Cc1ccc(SCc2c(C(=O)N/N=C/c3ccccc3)nnn2-c2nonc2N)cc1	0%	9
COc1ccc(NC(=O)CSc2nnnn2C)cc1S(=O)(=O)N1CCCCC1	-3%	-5
COc1ccc(S(=O)(=O)N(C)c2ccc(C(=O)N3CCN(c4ccccc4)CC3)cc2)cc1OC	?	nt
COC(=O)c1ccc(COc2ccccc2/C=N/Nc2cccc(C(=O)O)c2)cc1	?	nt
Cc1cc(C)nc(SCc2nc3ccccc3n2C)n1	?	nt
CC(=O)c1ccc(OCC(O)CNCc2ccc3c(c2)OCO3)cc1 (stereo not given)	12%	11
Cc1ccc(S(=O)(=O)N2CCCCC2)cc1NC(=O)Cn1ccc(C(F)(F)F)n1	i	nt
CCC1CCc2sc(C(=O)N3CCCN(C)CC3)cc2C1 (stereo not given)	-1%	-9

Entries listed so far containing a Cl atom, in the order listed:
SMILES	S3 lipid droplet	S3 lipid droplet cell count max
O=C(NC1=NCCS1)c1ccc(Cl)cc1	?	nt
CCOc1ncccc1C(=O)OCc1ccc(Cl)cc1	?	nt
COc1oc(-c2ccc(Cl)cc2)nc1C(F)(F)F	-4%	-5
COc1ccccc1OCC(=O)NNC(=O)Nc1ccc(Cl)cc1	21%	-11
Nc1nnc(SCC(=O)Nc2ccc(N3CCOCC3)c(Cl)c2)s1	?	nt
Cc1ccc(-n2c(C3CC3c3ccc(Cl)cc3)n[nH]c2=S)cc1 (stereo not given)	?	nt
O=c1[nH]c(/C=C/c2ccc(Cl)cc2Cl)c([N+](=O)[O-])c(=O)[nH]1	?	nt
Cc1cc(C)c2c(N)c(C(=O)c3ccccc3Cl)sc2n1	?	nt
CCC1CCCCN1C(=O)CSc1nnc(-c2ccc(Cl)s2)o1 (stereo not given)	?	nt
CCN1CCN(CCNC(=O)c2cc(Cl)c(NC(=O)C3=C(C)OCCS3)cc2OC)CC1	?	nt
Cc1ccc[n+](CC(=O)Nc2cc(C(F)(F)F)ccc2Cl)c1	i	nt

Other structures
SMILES	S3 lipid droplet	S3 lipid droplet cell count max
Cc1ccc(CN2CCN(CCCc3ccccc3)CC2CCO)cc1 (stereo not given)	-2%	-11
CC(=O)Nc1ccc(NC(=O)C(C)OC(=O)c2ccc(-n3cnnn3)cc2)cc1 (stereo not given)	?	nt
CCOC(=O)C(C)(C)Oc1ccc(Cl)cc1	-9%	-28
COc1ccc(F)cc1-c1nc(N)nc(N)n1	?	nt
C=CCn1c(=NC(=O)c2cc(-c3cccs3)nc3ccccc23)sc2cc(S(N)(=O)=O)ccc21	?	nt
CCCCNC(=O)COC(=O)c1ccc(NS(=O)(=O)c2ccc3c(c2)OCCO3)cc1	-5%	1
CSc1ccccc1C(=O)Nc1cc([N+](=O)[O-])ccc1C	?	nt
Cn1c(=O)oc2cc(S(=O)(=O)CCC(=O)N3CCN(c4ccccc4)CC3)ccc21	i	-11
COCCNc1nc2nonc2nc1N(C)Cc1cccc2cnccc12	?	nt
CCOc1ccccc1/C=C/c1onc(C)c1S(=O)(=O)N1CCC(C(=O)NC(C)C)CC1	i	nt
COc1cc(/C=C(\C#N)c2nc3ccc(C)cc3[nH]2)c([N+](=O)[O-])cc1OC	?	nt
Cc1cc(=O)[nH]c2c1c(C)nn2-c1ccccc1	?	nt
CN(CC(=O)NC1CC(C)(C)NC(C)(C)C1)S(=O)(=O)c1ccc(Br)cc1	25%	6
C=CCNC(=S)NNc1ncnc2sc3c(c12)CC(C)(C)OC3	15%	-20

These rows are one share of the data, so the mix of outcomes need not match the whole.
